High-throughput results deposited in PubChem by Broad Institute.
PGC1a acetyl inh: inhibitors of PGC1a acetylation signal, primary screen, cell-based, U2OS, AlphaScreen, inhibitor mode | AlphaScreen anti-acetyl-lysine; with virally co-expressed GCN5 acetyltransferase | inhibition, % at 15.6 µM | 350,000 tested, 0.17% active | AID 651687, 2012;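 active means every replicate shows inhibition of at least 40%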;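 further: 0% = neutral control wells and 100% = positive control wells; some results beyond the cut were filed as inactive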
ARNT TACC3 PPI: disruptors of ARNT/TACC3 protein interaction, primary screen, biochemical, AlphaScreen, single concentration | Transforming acidic coiled-coil-containing protein 3 (Homo sapiens), Q9Y6A5 | AlphaScreen His-ARNT PAS-B/GST-TACC3 binding, luminescence; TACC3 fragment carries E629A point mutation | inhibition, % at 9.99 µM | 390,000 tested, 0.66% active | AID 623870, 2012;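 active means mean inhibition of replicates at least 50% and at least half of replicates each reaching 50%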;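 further: 0% = complete ARNT plus TACC3 wells and 100% = ARNT alone without TACC3; many hits fall short of the cut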
GSIS activator: GLuc luminescence reporter in INS-1E cells, primary screen for activators of glucose-dependent secretion of insulin. activation, % at 16.6 µM. 370,000 tested, 0.61% active. INS-1E GLuc reporter insulin secretion, 2-3 h. AID 743287, 2014;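 active means lowest replicate activation of at least 40%, so every replicate reaches that level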;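 further: 0% = median of neutral control wells and 100% = median of IBMX positive control wells; some compounds called inactive have numbers as strong as hits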
LGR2 antag: inhibitors of bursicon-induced LGR2 CRE-luciferase signal, primary screen, cell-based, HEK293, CRE-luciferase reporter, bursicon stimulation. Drosophila bursicon receptor LGR2 (rickets). bursicon-stimulated, 4 h. inhibition, % at 9.99 µM. 380,000 tested, 0.35% active. AID 720647, 2013;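 active means drop in luminescence signal, shown as inhibition above about 50% in the replicate tests, limit read from the data, passing the limit was not always enough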;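 further: agonist challenge used bursicon conditioned medium at about half maximal strength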
PAX8 reporter: inhibitors of PAX8-driven TPO luciferase reporter, primary screen, RMG-I cells, single concentration; SteadyGlo, 24 h; inhibition, % at 12.6 µM; 360,000 tested, 1.2% active; AID 652154, 2013;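 active means mean replicate inhibition at least 60% with every replicate also reaching 60%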;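 further: luciferase light reporting Pax8 driven TPO promoter activity; plate controls were median of neutral control wells for no effect and mitoxantrone controls for full effect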
Cneo AK release: Cryptococcus neoformans cell lysis inducers, primary screen, AK release luminescence, single concentration. C. neoformans lysis, adenylate kinase release luminescence, 4 h; normalised: neutral wells 0, clomiphene wells 100. lysis activity, % at 15 µM. 360,000 tested, 0.2% active;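 active means mean lysis activity across replicates of at least 80%, whatever share of replicates individually reach that level; inactive means mean lysis activity below 80%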
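Test system: log-phase Cryptococcus neoformans yeast cells; Quantity: yeast cell density of 5 × 10^6 cells/mL; Buffer or medium: YPD; Doses: single compound concentration per well; Timing: 4 h at 37 °C static, read 1 h later; Measured by: AK luminescence; Read-out basis: lysis from increased AK signal; Control set: Clomiphene as positive control.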
C2C12 statin: suppressors of statin myotoxicity in C2C12 myotubes, primary screen, cell-based, single point, plate reader | C2C12 myotubes + simvastatin, ATP luminescence, 48 h; scaled: DMSO 0, geranylgeraniol control 100 | rescue of ATP level, % at 7.49 µM | 330,000 tested, 0.78% active | AID 602340, 2012;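 active means mean ATP rescue above about 67%, or every replicate alone reaching that limit, limit read from the data, passing the limit was not always enough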;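 further: myotubes were challenged with 10 µM simvastatin during compound exposure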
PglD DTNB: C. jejuni PglD acetyltransferase inhibitors, primary screen, biochemical, DTNB colorimetric, single point; purified PglD enzyme, DTNB colorimetric CoA detection; inhibition, % at 12.5 µM; 360,000 tested, 0.098% active; AID 602405, 2012; in the data active means inhibition above about 16%, passing the limit was not always enough; further: strong numbers were not always called active
Numbers without * were called inactive; . = no result given; & = joins results of further samples. Compounds were not picked by outcome; overall some 2.9% were active at least once.

smiles,GSIS activator,LGR2 antag,PGC1a acetyl inh,ARNT TACC3 PPI,C2C12 statin,PglD DTNB,Cneo AK release,PAX8 reporter
O=C(CC1CC1)N1[C@H](CO)[C@H](c2ccccc2)C12CN(S(=O)(=O)c1ccccc1)C2,-0.4,-15.0,-5.8,.,.,.,.,-3.3
COc1ccc(-c2cc(C(=O)NCC3CCCO3)c3ccccc3n2)c(OC)c1 (stereo not drawn),13.0,0.8,-6.5,0.7,-0.9,5.0,0.0,10.6
Clc1cccc(CNCCCSc2ncccn2)c1Cl,14.5,-12.0,-0.1,-6.6,26.0,-6.7,0.9,-12.5
O=C(NCC1CCCO1)c1cccc(NC(=O)c2ccco2)c1 (stereo not drawn),.,.,10.5,3.7,.,3.2,-0.6,.
C/C(=N\NC(=O)Cc1ccccc1[N+](=O)[O-])c1cccnc1,0.5,-17.1,.,.,-1.6,-1.4,1.0,11.4
CC(C)(C)SCCNC(=O)/C=C/c1ccc(F)cc1,-21.4,-39.5,.,-4.1,.,.,.,-31.1
Cc1cccc(C)c1NC(=O)CSc1nc2ccccc2c(=O)[nH]1,.,.,.,4.9,1.5,5.4,0.6,11.5
C[C@H](NC(=O)[C@H]1[C@H](CO)[C@H]2Cn3c(ccc(-c4ccncc4)c3=O)[C@H]2N1C)c1ccccc1,-0.9,-7.4,.,7.7,0.6,1.5,-0.9,0.4
CCC(C)N(C)Cc1cccc(C2(O)CCN(S(=O)(=O)c3ccc(F)cc3)CC2)c1 (stereo not drawn),-11.6,3.7,6.3,-2.7,122.7*,4.4,0.9,.
O=C(NC1CCCCCC1)C1CCN(S(=O)(=O)c2ccc(F)cc2)CC1,.,.,2.7,-14.9,12.7,1.0,6.6,.
CC(=O)Nc1ccc(NC(=O)COC(=O)c2ccc(S(=O)(=O)NCc3ccco3)cc2)cc1,-5.0,-4.1,-6.9,-1.7,6.4,-5.8,-0.9,.
O=C(O)CN1C(=O)CC(c2ccccc2)CC1=O,1.1,-0.4,-2.5,-13.5,0.9,0.7,-6.1,6.8
O=C1c2cccc3c([N+](=O)[O-])ccc(c23)C(=O)N1CCc1ccccn1,-2.6,3.1,1.6,-2.9,.,-1.1,-3.8,12.5
O=C(C1CCCN(S(=O)(=O)c2cccs2)C1)N1CCN(C2CCCCC2)CC1 (stereo not drawn),.,.,-4.9,26.3,.,-1.8,0.0,.
NC(=O)c1ccc(-c2ccc(Br)cc2)o1,.,.,-12.2,6.7,5.1,1.7,-4.4,-87.8
CC1(C)C(=O)Nc2ccccc2N1C(=O)COc1cc(Cl)ccc1Cl,2.6,2.0,-6.5,-2.0,19.1,-0.2,-1.8,8.2
O=C(NCc1ccccc1)NC(=O)c1ccccc1F,9.6,-1.4,0.5,-3.8,4.4,-4.2,-2.0,-99.2
O=C(NCCN1CCOCC1)c1ccc2c(c1)N(Cc1ccccc1F)C(=O)CS2,-13.3,.,0.2,-0.9,-3.0,-1.6,0.2,3.4
O=C(CCCCCN1C(=O)C2C3C=CC(C3)C2C1=O)Nc1nccs1 (stereo not drawn),-13.9,4.2,.,-15.9,2.1,3.4,-2.8,-7.6
O=S(=O)(N[C@H]1CC[C@@H](CCn2cc(Cc3ccccc3)nn2)O[C@H]1CO)c1ccccc1F,-6.7,-11.1,-5.1,-2.0,2.4,0.0,4.5,.
Cc1ccc(S(=O)(=O)N(C)C[C@H]2Oc3c(NC(=O)Nc4ccc(F)cc4)cccc3C(=O)N([C@H](C)CO)C[C@@H]2C)cc1,-13.3,-1.9,-2.5,-2.1,52.4,1.7,-1.9,-40.6
C[C@@H]1CN([C@@H](C)CO)C(=O)Cc2cc(NC(=O)Nc3cccc4ccccc34)ccc2O[C@@H]1CN(C)S(=O)(=O)c1ccc(Cl)cc1,-1.8,-1.2,-3.6,-1.1,94.8*,-0.7,-14.9,28.8
Cc1c(OCC(=O)N2CCN(c3ccccc3)CC2)ccc2c3c(c(=O)oc12)CCCC3,17.7,8.1,-3.8,1.8,6.5,-1.0,9.6,3.0
CCN1CC(CN(C)Cc2cn(-c3ccc(C)cc3)nc2-c2ccc(F)cc2)CC1=O (stereo not drawn),-12.2,3.6,.,6.5,.,.,.,-9.0
CC1CN(C(=O)COC(=O)c2ccccc2O)CC(C)O1 (stereo not drawn),35.4,-18.1,.,.,2.1,-3.9,0.2,-4.2
O=c1c2[nH]c3ccccc3c2nc2n1CCS2,1.9,2.3,-11.5,-1.4,.,.,.,-0.1
CC(=O)CSc1ncnc2scc(-c3ccc(F)cc3)c12,6.3,10.0,.,-6.0,.,.,.,7.7
COc1cccc(-c2ccc([C@@H]3[C@H](CO)N4C(=O)CN(C(=O)CN5CCOCC5)C[C@@H]34)cc2)c1,11.4,-3.1,-9.4,.,.,.,.,-8.9
O=C1c2ccccc2C(=O)N1OS(=O)(=O)c1ccc(F)cc1,8.9,5.9,.,-5.4,12.0,3.2,-0.4,-10.3
CCN1CCCC1CNC(=O)c1ccc2c(c1)N(Cc1ccccc1F)C(=O)c1ccccc1S2(=O)=O (stereo not drawn),-0.2,4.4,-10.0,8.2,-1.9,2.6,2.1,14.5

Complete entries, looked up by structure. Values in the order: GSIS activator	LGR2 antag	PGC1a acetyl inh	ARNT TACC3 PPI	C2C12 statin	PglD DTNB	Cneo AK release	PAX8 reporter
O=S(=O)(N[C@H]1CC[C@@H](CCn2cc(Cc3ccccc3)nn2)O[C@H]1CO)c1ccccc1F as listed: -6.7	-11.1	-5.1	-2.0	2.4	0.0	4.5	.
Clc1cccc(CNCCCSc2ncccn2)c1Cl as listed: 14.5	-12.0	-0.1	-6.6	26.0	-6.7	0.9	-12.5

Additional results.
smiles,GSIS activator,LGR2 antag,PGC1a acetyl inh,ARNT TACC3 PPI,C2C12 statin,PglD DTNB,Cneo AK release,PAX8 reporter
N#C[C@@H]1[C@H](c2ccc(-c3cncnc3)cc2)[C@H](CO)N1C(=O)C1CC1,3.3,2.5,2.6,20.6,8.7,0.4,-2.3,-21.4
COc1cccc(CNc2nc3cc(-c4ccccc4)sc3c(=O)n2C)c1,23.6,4.7,4.5,.,2.3,-0.9,0.6,18.9
CCCNC(=O)C[C@H]1C[C@@H]2c3cc(NC(=O)COC)ccc3O[C@@H]2[C@@H](CO)O1,6.4,10.6,3.5,-6.1,-0.8,-0.6,75.5,15.6
Cc1ccc(NNC(=O)c2cccs2)cc1Cl,.,.,9.5,-2.9,.,2.8,-5.1,20.4
CCOC(=O)CC(NC(C)=O)c1ccc([N+](=O)[O-])cc1 (stereo not drawn),21.5,7.6,1.8,-2.5,-6.9,-1.5,-1.5,6.4
O=S(=O)(NCC(c1cccnc1)N1CCN(Cc2ccccc2)CC1)c1cc(F)ccc1F (stereo not drawn),17.7,3.4,.,2.3,1.8,1.0,9.2,22.0
C[C@H]1CN([C@@H](C)CO)C(=O)c2cc(/C=C/c3ccccc3)cnc2O[C@H]1CN(C)C(=O)Cc1ccccn1,-6.9,-1.1,6.1,-1.4,44.8,-0.4,-0.7,4.4
CC(c1nnnn1C(C)(C)C)N(Cc1cccnc1)Cc1ccccc1Cl (stereo not drawn),.,.,-22.8,4.6,3.0,3.0,0.2,13.9
CC(=O)c1ccc(N2CCN(Cc3nc4ccccc4[nH]3)CC2)cc1,-11.7,-10.6,.,23.5,2.0,0.0,0.1,11.4
Cc1ccc(-c2c[n+](CC(=O)Nc3nc(-c4ccc(F)cc4)cs3)c3n2CCC3)cc1,-67.4,.,0.1,11.5,-175.9,-5.5,4.4,18.5
Cc1ccccc1NS(=O)(=O)c1ccc(C(=O)N2CCCC2)cc1,5.2,-13.2,-4.7,-4.2,6.4,1.8,-0.4,.
Cc1cc(NC(=O)COC(=O)C2CCCN2C(=O)c2cccs2)no1 (stereo not drawn),.,.,-1.6,-4.4,3.6,5.3,4.1,-2.4
O=C(c1cc2cc(Cl)ccc2oc1=O)N1CCCC1,.,.,3.4,-3.7,-1.1,-7.0,-1.0,.
C[C@@H]1CCCCO[C@@H](CN(C)S(=O)(=O)c2ccccc2)[C@H](C)CN([C@@H](C)CO)C(=O)c2cc(NC(=O)Nc3ccc4c(c3)OCO4)ccc2O1,5.4,2.7,-17.8,.,.,-0.2,-2.2,12.1
Cc1cc2n(n1)C(c1cn(-c3ccccc3)nc1C)Nc1c(C)cccc1-2 (stereo not drawn),.,.,0.5,-5.2,-4.0,-4.4,1.3,.
Cc1cc(NCCCn2ccnc2)n2c(nc3ccccc32)c1C#N,-1.5,.,-13.4,0.6,25.2,-3.3,-4.0,4.2
NC(=O)c1ccccc1OCC(=O)Nc1ccc2c(c1)OCCO2,8.4,-53.4,.,-1.7,3.4,0.7,-1.8,-83.4
Cn1ccsc1=NC(=O)c1cccc(OC(F)F)c1,9.1,-53.7,-1.0,-1.6,3.2,-2.8,-1.0,-129.7
Cc1cc2oc(C(=O)NCc3ccc(S(N)(=O)=O)cc3)c(C)c2cc1C,-3.3,9.8,0.9,-2.3,-12.1,1.3,-0.5,-17.2
CC(=O)NN1C(=O)c2ccc(Oc3ccc([N+](=O)[O-])cc3)cc2C1=O,.,.,-2.8,-0.9,-6.5,-2.3,-0.5,.
COc1ccc(NC(=O)c2cc(C3CCCCN3C(=O)c3ccc4c(c3)CCO4)on2)c(C)c1 (stereo not drawn),.,.,1.4,.,2.2,4.0,-0.5,-5.2
COc1ccccc1S(=O)(=O)N(C)C[C@H]1OCc2cn(nn2)CCCC(=O)N([C@@H](C)CO)C[C@@H]1C,8.0&-3.3,13.0,-3.0,-12.4,4.2&-7.4,-3.1&5.5,-2.9&-2.1,-7.5&0.7
NC(=O)NC(=O)C(c1ccccc1)N1CCN(S(=O)(=O)c2ccc(Br)s2)CC1 (stereo not drawn),15.2,-0.8,0.3,-2.5,-3.3,3.6,4.1,8.4
CCCNC(=O)COc1nc2ccccc2nc1N1CCOCC1,33.5,5.1,3.0,-4.0,.,4.5,-1.3,103.2*
COc1ccc(C2CC(c3ccccc3)n3nc(NC(=O)c4cccs4)nc3N2)cc1 (stereo not drawn),.,.,-22.6,30.9,-6.3,9.0,1.1,.
O=C(CSc1nc(O)cc(=O)n1-c1ccccc1)Nc1ccccn1,8.3,7.7,2.9,-0.8,.,.,.,15.6
Cc1cc(C(C)(C)C)cc(C)c1COC(=O)CN1C(=O)NC2(CCCC2)C1=O,-44.6,2.0,.,-1.9,4.2,-2.3,-1.5,10.8
COc1ccc(NC(=O)c2sc(NC(=O)COc3ccccc3)nc2C)cc1,.,.,-6.0,-0.6,-31.8,-2.9,-3.9,.
Cn1c(=O)c2c(nc(N3CCCCCC3)n2CC(=O)c2ccc(Br)cc2)n(C)c1=O,9.5,-14.7,-8.0,.,.,-0.3,-1.3,.
O=C(NCCOc1ccccc1)c1cccc(S(=O)(=O)N2CCN(Cc3ccccc3)CC2)c1,.,-19.4,-0.5,.,20.0,2.4,7.2,-3.2
CCC(=O)N1[C@@H]2c3ccc(/C=C/c4ccccc4)c(=O)n3C[C@H]1[C@H](CO)[C@H]2C(=O)N(C)C,18.5,7.3,.,-3.5,3.6,-2.1,0.2,1.0
